Compound activity (PubChem BioAssay)
FBW7 activator: activators of human E3 ligase FBW7 | Q969H0 | AlphaScreen FBW7–phospho-cyclin E peptide binding, activator screen | normalized activity (activation), % at 26.1 µM | hit rate 0.13% among 650,000 | AID 1259310; in the data active means normalized activity above about 1.9%;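 further: purified mutant Fbw7 with reduced substrate affinity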
MITF primary: human MITF inhibition, primary screen. O75030. hit rate 0.91% among 650,000. inhibition, % at 2.6 µM. AlphaScreen MITF homodimerization, bead proximity signal. AID 1259374; in the data active means inhibition above about 50%;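 further: 0% = vehicle wells with protein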
Target sequence (O75030 whole entry, looked up): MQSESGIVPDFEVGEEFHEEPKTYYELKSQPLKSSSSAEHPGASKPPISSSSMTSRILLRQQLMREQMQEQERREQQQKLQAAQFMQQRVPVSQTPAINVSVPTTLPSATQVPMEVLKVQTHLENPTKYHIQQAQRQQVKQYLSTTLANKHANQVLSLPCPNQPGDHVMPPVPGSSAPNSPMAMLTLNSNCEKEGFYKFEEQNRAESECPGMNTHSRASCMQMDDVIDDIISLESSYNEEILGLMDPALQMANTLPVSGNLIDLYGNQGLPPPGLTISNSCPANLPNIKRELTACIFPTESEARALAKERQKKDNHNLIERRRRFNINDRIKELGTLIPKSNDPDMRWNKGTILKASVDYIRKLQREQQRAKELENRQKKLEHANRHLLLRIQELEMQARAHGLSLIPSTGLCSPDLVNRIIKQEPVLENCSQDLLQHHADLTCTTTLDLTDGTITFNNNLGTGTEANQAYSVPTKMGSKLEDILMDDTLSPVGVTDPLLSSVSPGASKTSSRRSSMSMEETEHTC
GPR151 activ: activates the human receptor GPR151 | Q8TDV0 | PathHunter beta-arrestin GPR151 cells, luminescence | activation, % at 11.2 µM | hit rate 1% among 650,000 | AID 1508602; in the data active means activation above about 4.9%;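 further: 0% = median of compound wells and 100% = cells with positive control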
Target sequence (Q8TDV0 whole entry, looked up): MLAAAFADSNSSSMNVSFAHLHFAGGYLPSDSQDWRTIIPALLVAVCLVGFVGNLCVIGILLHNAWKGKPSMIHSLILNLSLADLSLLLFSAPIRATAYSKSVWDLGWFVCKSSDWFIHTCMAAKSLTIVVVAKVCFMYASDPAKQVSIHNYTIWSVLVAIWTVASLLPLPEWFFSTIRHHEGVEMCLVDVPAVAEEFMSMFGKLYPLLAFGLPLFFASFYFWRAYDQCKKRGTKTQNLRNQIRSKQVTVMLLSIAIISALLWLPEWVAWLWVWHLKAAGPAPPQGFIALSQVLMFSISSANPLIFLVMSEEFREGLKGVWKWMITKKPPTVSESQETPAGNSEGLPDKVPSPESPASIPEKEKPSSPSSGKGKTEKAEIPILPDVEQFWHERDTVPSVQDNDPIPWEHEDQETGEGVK
TEAD-YAP block: TEAD-YAP interaction inhibition; AID 1259422; HEK-TIYL cells, TEAD-Gal4/YAP UAS-luciferase luminescence; inhibition, % at 9.12 µM; hit rate 1.4% among 640,000; in the data active means inhibition above about 32%;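 further: 0% = median of test compound wells and 100% = reference inhibitor wells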
An asterisk follows results filed as active. An unsorted share of the library; any-hit rate near 3.5%.

molecule | FBW7 activator | MITF primary | GPR151 activ | TEAD-YAP block
Cc1cccc(C(=O)OCC(=O)N2CCN(C(=O)c3ccco3)CC2)c1O | 0.1 | 6 | -2.6 | 3
Cc1ccc(CNCc2ccc(O)cc2)cc1 | 0.0 | 25 | 2.2 | -3
Cn1c(O)c(C=Nc2ccc(N3CCOCC3)c(Br)c2)c(=O)n(C)c1=O | -0.4 | 5 | -0.2 | 3
O=C(COc1ccc2c3c(c(=O)oc2c1)CCCC3)OCc1ccccc1 | 0.0 | 4 | 0.3 | 13
CCCN(CC1CC1)C1CC(=O)N(c2ccc(C)cc2)C1=O (stereo unspecified) | -0.1 | -4 | 0.7 | 7
Cc1ccc2c(CC(=O)NCc3ccco3)coc2c1C | 0.0 | 6 | -0.7 | 13
O=S(=O)(Cc1ccccc1)NCC1CCCN(Cc2cccn2-c2cccnc2)C1 (stereo unspecified) | -0.1 | -2 | 0.1 | 0
COc1ccc(N2CN=c3s/c(=C\c4ccccc4O)c(=O)n3C2)cc1 | 0.0 | 0 | 0.4 | 2
CCOc1ccc(-c2nnc(NC(=O)NC(C)(C)C)o2)cc1 | 0.0 | -4 | 1.4 | -5
CCc1ccc(OC(=O)CN2C(=O)c3ccccc3C2=O)cc1 | 0.0 | -8 | 0.6 | -5
Cc1ccc2c(c1)CN(CCNC(=O)c1ccc(N3CCOCC3)cc1)CC(C)O2 (stereo unspecified) | -0.1 | -3 | -0.9 | 6
O=C(Nc1nc2c(s1)C(=O)CC(C(=O)NCC1CC1)C2)c1ccccc1 (stereo unspecified) | 0.4 | -57 | -0.3 | 4
CCc1nnc2c3cc(-c4ccccc4)sc3nc(C)n12 | -0.1 | 24 | 1.8 | -55
CCCCN(CC)C(=O)c1noc2c1COc1ccccc1-2 | 0.7 | -5 | 0.5 | -27
COc1ccc(CCNC(=O)CSc2nc3c(sc(=S)n3CCc3ccccc3)c(=O)n2-c2ccccc2OC)cc1OC | 0.4 | 13 | 4.5 | 2

Grouped by structure, the compounds so far with an aryl methoxy group
molecule | FBW7 activator | MITF primary | GPR151 activ | TEAD-YAP block
COc1ccc(N2CN=c3s/c(=C\c4ccccc4O)c(=O)n3C2)cc1 | 0.0 | 0 | 0.4 | 2
COc1ccc(CCNC(=O)CSc2nc3c(sc(=S)n3CCc3ccccc3)c(=O)n2-c2ccccc2OC)cc1OC | 0.4 | 13 | 4.5 | 2

New compounds follow.
molecule | FBW7 activator | MITF primary | GPR151 activ | TEAD-YAP block
CCOc1ccccc1CN(CCN(C)C)Cc1ccccc1 | 0.1 | 31 | 0.4 | 1
COc1ccc(/C=C/C(=O)Oc2coc(CSc3nccc(C)n3)cc2=O)cc1OC | -0.3 | 13 | -1.3 | 15
O=C(Cc1cn(-c2ccc(N3CCC(N4CCOCC4)CC3)nn2)c2ccccc12)NCCO | 0.5 | 19 | -2.8 | -6
COc1ccc(OC)c(/C=N\Nc2nccs2)c1 | 0.1 | 0 | 0.9 | -1
CCn1c(=O)cc(OCC(=O)N2CCC(C)CC2)c2ccccc21 | 0.1 | -10 | 0.1 | -4
CCN(CC)S(=O)(=O)c1cccc(-c2cn3cccnc3n2)c1 | 0.1 | 7 | -1.3 | 7
FC(F)(F)c1cccc(-n2cc(-c3ccccc3)c3c(NCCCN4CCOCC4)ncnc32)c1 | 0.2 | -5 | -0.6 | -2
C=CCOc1ccccc1/C=C1\C(=O)N(c2ccc([N+](=O)[O-])cc2)N=C1c1ccccc1 | 0.0 | 14 | 0.0 | 5
Cn1c(=O)c2c(SCC(=O)NCc3ccco3)nc(CC(C)(C)C)nc2n(C)c1=O | 0.1 | 19 | -1.3 | -4
CCOC(=O)C1=C(C)NC(C)=C(C(=O)OCC)C1c1cn(-c2ccccc2)nc1-c1ccc(C)cc1 | 0.1 | -8 | -0.2 | -7
Cc1cc(-c2ccccc2)c(C#N)c(N)n1 | 0.0 | 0 | 2.6 | -1
CC(=O)c1cccc(NC(=O)Nc2cnn(Cc3ccc(F)cc3)c2)c1 | -0.3 | -11 | -0.4 | -13
Cc1ccc(-c2cc(C(F)(F)F)n3ncc(C(=O)NCCCN4CCOCC4)c3n2)cc1 | 0.1 | 21 | -0.2 | -19
CN(Cc1ccccc1)C(=O)CCC1CCN(C(=O)C2CC=CCC2)CC1 (stereo unspecified) | -0.1 | 2 | -2.0 | -4
N/C(=N\c1nc2ccccc2o1)NC(=O)c1ccccc1Br | 0.6 | 20 | 0.8 | -46
COc1ccc(/C=N/NC(=O)COc2ccccc2[N+](=O)[O-])c(OC)c1 | 0.0 | -6 | 1.5 | -11
CCc1ccccc1N(CC(=O)NCCSCc1ccco1)S(C)(=O)=O | -0.1 | -11 | 4.4 | 3
CC1(C)Oc2ccc(NC(=O)c3ccco3)cc2O1 | 0.2 | 3 | -1.9 | -36
CCOC(=O)c1[nH]c2cc(C)sc2c1C=O | 0.1 | -7 | 3.6 | -2
Clc1ccc(-c2ccc(NCCN3CCOCC3)nc2)cc1 | 0.9 | 14 | -0.4 | 7
CCOc1ccc2c(c1)cc(CN(C(=O)C(F)(F)F)C1CCCC1)c1nnnn12 | -0.3 | -3 | -0.2 | 25
COC(=O)C1=C(N)N2C(=O)C(C)SC2=C(C(=O)OC)C1c1ccc(C)cc1 (stereo unspecified) | 0.1 | -1 | 0.1 | -6
Cc1oc(CC(C)C)cc1C(=O)Nc1ccccc1C(=O)O | -0.1 | -8 | 0.2 | -25
Cc1ccccc1CNC(=O)CN(c1ccccc1F)S(C)(=O)=O | 0.0 | -4 | 1.6 | -13
CC(=O)N1CCc2cc(NC3CCN(CCc4ccccc4)CC3)ccc21 | -0.1 | 0 | -2.3 | 0
CC(C)(C)NC(=O)COC(=O)c1ccc(Oc2ccccc2)cc1 | 0.0 | -11 | -1.7 | -4
CCOC(=O)c1c(NC(=O)c2ccc(Cl)cc2Cl)sc(C(=O)Nc2ccc(OC)cc2)c1C | 0.0 | 3 | 0.9 | -8
CCCCNC(=O)C1c2ccccc2Oc2ccccc21 | -0.1 | -11 | -1.3 | -6
O=C(Nc1nncs1)c1ccccc1Cl | 0.8 | 12 | 0.6 | -13
CCOC(=O)CSc1ccc(S(=O)(=O)NCCCN2CCCC2=O)cc1[N+](=O)[O-] | -0.1 | 10 | 1.0 | -4

A draw from above in order of length of the SMILES, descending:
molecule | FBW7 activator | MITF primary | GPR151 activ | TEAD-YAP block
CCc1ccccc1N(CC(=O)NCCSCc1ccco1)S(C)(=O)=O | -0.1 | -11 | 4.4 | 3
CC(C)(C)NC(=O)COC(=O)c1ccc(Oc2ccccc2)cc1 | 0.0 | -11 | -1.7 | -4
Cc1oc(CC(C)C)cc1C(=O)Nc1ccccc1C(=O)O | -0.1 | -8 | 0.2 | -25
CCOC(=O)c1[nH]c2cc(C)sc2c1C=O | 0.1 | -7 | 3.6 | -2

Look-ups from the results shown.
Reading for `Cc1ccccc1CNC(=O)CN(c1ccccc1F)S(C)(=O)=O` in FBW7 activator: 0.0
Reading for `CCOC(=O)c1c(NC(=O)c2ccc(Cl)cc2Cl)sc(C(=O)Nc2ccc(OC)cc2)c1C` in TEAD-YAP block: -8
Reading for `CC(C)(C)NC(=O)COC(=O)c1ccc(Oc2ccccc2)cc1` in FBW7 activator: 0.0

Going on with the list.
molecule | FBW7 activator | MITF primary | GPR151 activ | TEAD-YAP block
CC1=NN(C(=O)NC(=O)c2ccccc2)C(C)(C)C1 | -0.1 | 10 | 0.4 | 4
Cc1cc(-n2cccn2)ccc1CN1CCN(CC(C)C)C(CCO)C1 (stereo unspecified) | 0.1 | 2 | -0.3 | -7
COc1ncccc1C1(O)CC2CCC(C1)N2C(=O)c1csc2c1CCCC2 (stereo unspecified) | 0.2 | 12 | 0.1 | 3
CCNCc1ccc(OCC(=O)Nc2ccc(OC)cc2)c(OC)c1 | 0.1 | -13 | -0.6 | -19
NS(=O)(=O)c1ccc(N/N=C/c2ccc(OCc3ccccc3)cc2)c([N+](=O)[O-])c1 | 0.0 | 16 | 2.8 | -6
CCn1cc(SCC(=O)Nc2ccccc2)c2ccccc21 | 0.0 | 0 | -0.7 | 5
CC(=O)Nc1cc(C)c(C)cc1-c1csc(N)n1 | 0.0 | -4 | 4.7 | -11
O=C(Cc1csc(-c2ccccc2)n1)N1CCC[C@@H]2CN(Cc3ccsc3)CC[C@H]21 | -0.1 | 19 | 2.4 | -3
CCOc1cc(/C=N/NC(=O)C2COc3ccccc3O2)cc([N+](=O)[O-])c1O (stereo unspecified) | -0.2 | 3 | 0.7 | 13
CC(C)n1cc(CN2CCN(Cc3ccc(F)c(F)c3)C(CCO)C2)cn1 (stereo unspecified) | 0.3 | -42 | -0.4 | 7
O=C(N/N=C\c1cc(O)ccc1Br)c1ccccc1Cl | -0.4 | 16 | 0.5 | 20
CCc1nnc(C2CCN(C(=O)NCc3ccccc3)CC2)s1 | 0.4 | 13 | -0.8 | 1
Cc1ccc(OCC(=O)OCCN2C(=O)c3ccccc3C2=O)cc1C | 0.1 | -6 | -0.5 | 4
CCOC(=O)c1cnc2c(C)cc(Cl)cc2c1NCCN1CCOCC1 | 0.2 | -10 | 0.5 | 1
COCCCN1C(=O)C(=O)/C(=C(\O)c2ccccc2)C1c1cccc(OC)c1 (stereo unspecified) | -0.3 | -7 | 0.5 | -4
Cc1nc(NCCCN2CCOCC2)cc(-c2cncc(-c3cc4ccccc4s3)c2)n1 | -0.1 | -7 | 1.2 | -14
NC(=O)c1ccc(Cl)c(S(=O)(=O)NCc2cccnc2)c1 | -0.1 | -6 | -1.1 | -4
CC1CCCC(NC(=O)C2N(C3CCCCC3C)C(=O)C3C(C(=O)Nc4ccc(Cl)cc4)C4C=CC32O4)C1C (stereo unspecified) | 0.2 | 14 | -1.5 | -1
O=C(Nc1ccc(F)cc1F)C1CC(c2ccccc2F)=NO1 (stereo unspecified) | 0.8 | 5 | 0.1 | -9
COc1ccccc1/C=N\N=C1\NC(=O)C(Cc2ccccc2)S1 (stereo unspecified) | 0.2 | 0 | 0.6 | 23
O=C1NC(=O)N(Cc2ccc3c(c2)OCO3)C(=O)/C1=C/c1ccc(N2CCOCC2)cc1 | -0.7 | -1 | 0.9 | -2
O=C(Nc1ccc(Cl)cc1)Nc1ncnc2nc[nH]c12 | 0.0 | -6 | 1.8 | -1
CCOc1ccccc1NC(=O)CCn1c(=O)oc2ccccc21 | 0.1 | 5 | -0.7 | 2
Cc1[nH]c2ccc([N+](=O)[O-])cc2c1C=O | 0.1 | 17 | -1.3 | 4
O=C(CSc1nc2ccccc2c(=O)n1CCCN1CCN(c2cccc(Cl)c2)CC1)N1CCCCCC1 | -0.1 | 5 | 0.3 | 5
CCOC(=O)N1CCN(C(=O)c2cnn3c(C(F)F)cc(-c4ccc(C)cc4)nc23)CC1 | -0.1 | 9 | 1.9 | 7
COC(=O)/C=C1\Nc2ccccc2OC1=O | -0.1 | -10 | 0.2 | -6
CC(C)OC(=O)c1ccc(COc2ccc3ccc(=O)oc3c2)o1 | -0.1 | -1 | -0.2 | -31
O=C(CC(=O)N/N=C\c1ccc2c(c1)OCO2)NCCc1ccccc1 | 0.0 | -1 | 0.0 | 12
COc1ccc(-c2nc3c(NCCN4CCOCC4)ncnc3n2C(C)C)cc1 | -0.1 | 3 | -0.5 | -4
O=C(COc1ccccc1F)OCCNC(=O)c1cccnc1 | 0.0 | 2 | -0.7 | 3
COC(=O)c1ccc(NC(=O)c2cc(C)oc2C)cc1 | 0.0 | -5 | -4.7 | -31
CCc1nn(CC(=O)NCc2ccccc2C)c(=O)c2cc3sccc3n12 | 0.1 | 12 | 0.0 | 8
Cc1cc(C)cc(N(C(=O)c2ccc(F)cc2)C2C=CS(=O)(=O)C2)c1 (stereo unspecified) | 0.0 | 15 | 1.0 | 2
C/C(=N/NC(=O)CCn1nnc2ccccc21)c1ccc(Br)cc1 | 0.2 | 3 | 2.5 | -6
CCOC(=O)c1oc2ccccc2c1NC(=O)c1ccc2c(c1)OCCO2 | 0.0 | 1 | 0.6 | 14
O=C(NCc1n[nH]c(=S)n1-c1ccccc1)c1ccc(S(=O)(=O)N2CCOCC2)cc1 | 0.0 | 1 | 2.0 | 0
Nc1nc(NCc2ccccc2)cc(N2CCc3ccccc3C2)n1 | -0.1 | -10 | -1.0 | 7
Cc1nn(CC(=O)NCCCN(C)C2CCCCC2)c(=O)c2cc3sccc3n12 | -0.2 | -3 | 0.2 | 5
CC1=C(C#N)C(c2ccc(F)cc2F)C(C#N)=C(C)N1 | -0.1 | 19 | 0.0 | -9
O=C(c1ccc(Oc2ccccc2)cc1)c1nc2c(n1O)CCCC2 | -0.2 | -10 | -0.4 | -23
CCOC(=O)C1C(=O)CC(C)(O)C(C(=O)OCC)C1c1ccc(C(=O)OC)cc1 (stereo unspecified) | 0.0 | -8 | -0.5 | -11
COC(=O)c1ccc2c(=O)n(CCc3ccc(OC)c(OC)c3)c(SCC(=O)NCCc3ccc(S(N)(=O)=O)cc3)nc2c1 | 0.1 | -5 | 1.7 | -18
COC(=O)c1cccc(NC(=O)CCCOc2ccc(OC)cc2)c1 | 0.0 | -13 | 1.0 | -4
Cc1c(C(=O)N2CCN(c3ccccc3)CC2)sc2ncnc(N3CCCCC3)c12 | -0.1 | 0 | 0.8 | 7
O=C(Cc1ccccc1)Nc1nnc(C23CC4CC(CC(C4)C2)C3)s1 | 0.0 | -5 | -0.8 | 6
